TAG inh – inhibitors of triacylglycerol accumulation; H9c2 cells, Nile Red lipid (TAG) fluorescence; cells loaded with 200 µM oleic acid; inhibition, % at 12.5 µM; actives 0.66% (n = 230,000);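 active = pattern-corrected inhibition of lipid staining of at least 50% with the nuclear-stain viability signal not falling by more than 50%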;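 also: 0% = DMSO wells and 100% = triacsin C control wells; some results filed as inactive read as strong as hits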
TAG inh DAPI viability – also measured in TAG inh; calls as there; DAPI nuclei signal change (viability), lower = more cytotoxic, %;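 whole-well DAPI fluorescence read on a plate reader as a viability signal; minus 50 percent equals half of cells still viable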
* marks the source's active call; other numbers are inactive results. A portion of the library. The share of hits here may be higher or lower than overall.

| Structure | TAG inh DAPI viability | TAG inh |
| --- | --- | --- |
| CC(=O)c1ccc(OCC(O)CN2CCN(CCO)CC2)cc1 (configuration not stated) | 4 | 9 |
| CCN1CCN(C(=O)C(C)Oc2ccc(S(=O)(=O)N3CCCC3)cc2C(N)=O)CC1 (configuration not stated) | -5 | 8 |
| COc1ccc2[nH]c3c(c2c1)CCN1C(=O)C(CC(=O)NCCCn2ccnc2)C[C@H](C(=O)N2CCOCC2)[C@@]31CCC1CCCC1 (some centres not stated) | -2 | 4 |
| C[C@H]1CN([C@@H](C)CO)C(=O)CCCn2cc(nn2)CO[C@@H]1CN(C)S(=O)(=O)c1ccc2ccccc2c1 | 6 | -9 |
| O=[N+]([O-])c1cc(Cl)cc(/C=N\Nc2ccccn2)c1O | -1 | 1 |
| CCN(CC1CCCO1)C(=O)c1cc(COc2ccccc2SC)on1 (configuration not stated) | -3 | 4 |
| CCO[C@@H]1OC(C(=O)N2CCOCC2)=C[C@H](c2ccccc2)[C@H]1CCCO | -1 | -8 |
| COc1cccc(-c2nnc(SCC(=O)Nc3ccc(S(N)(=O)=O)cc3)n2C)c1 | 13 | -7 |
| CCOc1ccccc1OCC(=O)Nc1ccc(Cl)cc1Cl | 7 | -32 |
| COc1cc(C(=S)N2CCN(C(c3ccccc3)c3ccccc3)CC2)cc(OC)c1O | 18 | -13 |
| COc1cc(OC)cc(C(=O)Nc2c(C)nn(-c3ccccc3)c2C)c1 | 4 | -9 |
| O=C(COC(=O)c1cccc(Br)c1)Nc1cccc(S(=O)(=O)N2CCCCC2)c1 | -4 | 8 |
| COc1cc(C(=O)N(C)CCOc2ccccc2)ccc1OCC(=O)Nc1cccc(C(F)(F)F)c1 | -5 | 19 |
| COc1ccc(NC(=O)CN2C(=O)NC(C)(C3CC3)C2=O)c(OC)c1 (configuration not stated) | 9 | 14 |
| O=C(C1CCN(S(=O)(=O)c2cccc3cccnc23)CC1)N1CCN(Cc2ccccc2)CC1 | 7 | -13 |
| CCOC(=O)C1CCCN(C(=O)c2sc(-c3ccccc3)nc2C)CC1 (configuration not stated) | -2 | 3 |
| CC1(C(=O)NS(=O)(=O)c2cccc(OC(F)F)c2)CCN1C(=O)COc1ccc(Cl)cc1 (configuration not stated) | 4 | 1 |
| Cn1c(=O)c2c(n(Cc3ccccc3)c1=O)NC(=O)C2CC(=O)O (configuration not stated) | -2 | 2 |
| CCOC(=O)C1(CCc2ccccc2)CCN(Cc2nccn2CC)CC1 | 21 | -18 |
| CC(=O)N1CCc2c(sc(NC(=O)C3CCCN3S(=O)(=O)c3cccs3)c2C(N)=O)C1 (configuration not stated) | -3 | -9 |

Profiles, looked up by structure. Order of screens: TAG inh DAPI viability, TAG inh
`COc1cc(OC)cc(C(=O)Nc2c(C)nn(-c3ccccc3)c2C)c1` in the list: 4, -9
`O=C(COC(=O)c1cccc(Br)c1)Nc1cccc(S(=O)(=O)N2CCCCC2)c1` in the list: -4, 8
`O=C(C1CCN(S(=O)(=O)c2cccc3cccnc23)CC1)N1CCN(Cc2ccccc2)CC1` in the list: 7, -13

Fetched by structure from the list above, 2 records:
| Structure | TAG inh DAPI viability | TAG inh |
| --- | --- | --- |
| COc1ccc(NC(=O)CN2C(=O)NC(C)(C3CC3)C2=O)c(OC)c1 (configuration not stated) | 9 | 14 |
| CC(=O)N1CCc2c(sc(NC(=O)C3CCCN3S(=O)(=O)c3cccs3)c2C(N)=O)C1 (configuration not stated) | -3 | -9 |

The main list resumes with the 3 entries that preceded the break.
| Structure | TAG inh DAPI viability | TAG inh |
| --- | --- | --- |
| Cn1c(=O)c2c(n(Cc3ccccc3)c1=O)NC(=O)C2CC(=O)O (configuration not stated) | -2 | 2 |
| CCOC(=O)C1(CCc2ccccc2)CCN(Cc2nccn2CC)CC1 | 21 | -18 |
| CC(=O)N1CCc2c(sc(NC(=O)C3CCCN3S(=O)(=O)c3cccs3)c2C(N)=O)C1 (configuration not stated) | -3 | -9 |
| CN(C)/C=C1\Cc2ccccc2C1=O | -2 | 4 |
| COc1cc(CNc2nccn3ccnc23)cc(OC)c1 | -11 | 12 |
| CC1CCCCC1NC(=O)c1ccc(S(=O)(=O)N2CCCC2)cc1 (configuration not stated) | -2 | 19 |
| COc1cc(NC(=S)N2CCN(C(=O)C3CCCO3)CC2)c(OC)cc1Cl (configuration not stated) | -8 | 8 |
| CCOCCCNC(=O)C(c1ccc(Cl)cc1)N1CCN(c2ccccc2)CC1 (configuration not stated) | -10 | 3 |
| N#CC(c1ccccc1)C(CC(=NO)c1ccccc1)c1ccccc1 (configuration not stated) | 1 | 19 |
| CCOC(=O)c1cnc(SCCc2ccccc2)nc1N | -8 | -27 |
| COc1cc(OC)cc(N(C(=O)CNC(=O)c2cccs2)C(C(=O)NCC2CCCO2)c2ccc(OC)c(OC)c2)c1 (configuration not stated) | -1 | -2 |
| CSc1nnc(NC(=O)c2ccc(S(=O)(=O)N(C)C)cc2)s1 | 11 | -13 |
| C#CCSc1nnnn1-c1ccc(OCC)cc1 | -10 | 12 |
| O=C(NCc1ccncc1)C1CCCN1S(=O)(=O)c1ccc(Cl)cc1 (configuration not stated) | -4 | -7 |
| CCC(=O)c1ccc(NC(C)=O)cc1O | 1 | -5 |
| O=C(CNCc1ccccn1)Nc1cc(S(=O)(=O)N2CCCCC2)ccc1Cl | -1 | -5 |
| CCOC(=O)c1c(NC(=O)CSc2cn(CC)c3ccccc23)sc2c1CCC2 | 6 | -26 |
| Cn1cnc(S(=O)(=O)N2CCCCC2c2cc(C(=O)NCc3ccc(F)cc3)no2)c1 (configuration not stated) | 5 | -5 |
| COc1ccccc1S(=O)(=O)Cc1ccc(C(=O)N2CCCC2)o1 | 2 | 13 |
| O=S(=O)(NCc1cc(-c2ccc(Cl)cc2)no1)c1ccc(Cl)cc1 | 26 | -41 |
| CC(c1nccs1)N(C)C(=O)CCc1nnc(-c2ccc(-c3ccccc3)cc2)o1 (configuration not stated) | 2 | -4 |
| S=c1[nH]nc(COc2ccccc2)n1/N=C/c1ccco1 | 8 | -12 |
| COc1ccccc1CNC(=O)C1CC(c2ccc([N+](=O)[O-])cc2)=NO1 (configuration not stated) | -2 | -19 |

Overlap with the part before: 2 compounds, followed by the next part.
| Structure | TAG inh DAPI viability | TAG inh |
| --- | --- | --- |
| S=c1[nH]nc(COc2ccccc2)n1/N=C/c1ccco1 | 8 | -12 |
| COc1ccccc1CNC(=O)C1CC(c2ccc([N+](=O)[O-])cc2)=NO1 (configuration not stated) | -2 | -19 |
| Cn1c(=O)c2c(ncn2CC(=O)Nc2nccs2)n(C)c1=O | 8 | 1 |
| NC(=O)CSc1nnc(CNc2cccc(Cl)c2)n1CCc1ccccc1 | 4 | 16 |
| COc1ccc(OCC(=O)Nc2ccc(N3CCOCC3)c(Cl)c2)cc1 | -4 | 15 |
| O=C(Nc1ccc2c(c1)nc1n2CCOC1)c1ccco1 | -3 | 3 |
| O=C1/C(=C\c2ccc(O)cc2)SC(=S)N1/N=C/c1ccc(O)cc1 | 1 | -5 |
| Cc1cccn2c(CN(C)CC3Cc4ccccc4O3)c(C(=O)N3CCCCC3)nc12 (configuration not stated) | 4 | -20 |
| CCCCN1CCNC[C@H]1Cc1ccc(O)cc1 | 3 | -5 |
| N#C/C(=C(/O)c1ccccc1F)c1nc2cc(C(F)(F)F)ccc2s1 | -7 | -14 |
| COc1cc(C(=O)Nc2cccc(C(C)=O)c2)cc(OC)c1OC | -5 | 10 |
| OC(c1ccc(Cl)c(Cl)c1)c1ncc(-c2ccc(C(F)(F)F)cc2)[nH]1 (configuration not stated) | -2 | -19 |
| O=C(CSc1ccc(-c2ccccc2)nn1)NCc1ccco1 | 3 | 10 |
| CCN(CC)c1nc(Nc2ccc(Cl)cc2)nc(OCC#N)n1 | -4 | 12 |
| O=C(COC(=O)c1c2c(nc3ccccc13)CCCC2)Nc1ccc2c(c1)OCO2 | 5 | -1 |
| CC1CCc2sc(C(=O)NN)cc2C1 (configuration not stated) | 6 | -10 |
| CCn1cc(C(=O)O)c(=O)c2cc(F)c(N3CCN(C(=S)NC(=O)c4cccc(C)c4)CC3)cc21 | 8 | 0 |
| CCc1cccc(CC)c1N1C(=O)CSCC1=O | 3 | -19 |
| Cc1cccc(N2CC(C(=O)NCCC3=CCCCC3)CC2=O)c1C (configuration not stated) | 2 | 2 |
| O=C(c1ccc(C(F)(F)F)cc1)n1ccc(-c2cccs2)n1 | -6 | 4 |
| CCOc1ccc(N(CC(=O)NC2CCCC2)S(=O)(=O)c2c(C)noc2C)cc1 | 10 | -8 |
| C=CC[C@@H](CC(=O)N[C@@H](CO)Cc1ccccc1)C(=O)N[C@H](COC(=O)[C@@H](CC=C)Cc1ccc(F)cc1)Cc1ccccc1 | 3 | -23 |

Other structures follow:
| Structure | TAG inh DAPI viability | TAG inh |
| --- | --- | --- |
| C=CCc1ccccc1OCCCCN1CCCC1 | 7 | 15 |
| Cn1c(Cn2c(=O)sc3ccccc32)nnc1SCC(=O)NCc1ccc(F)cc1 | -7 | 8 |
| CC(C)O/C(=N/S(=O)(=O)c1ccc(Cl)cc1)c1ccccc1 | -2 | -3 |
| CCNC(=O)CSc1nnc(-c2cccc(S(=O)(=O)N3CCOCC3)c2)o1 | -1 | 2 |
| CN(C(=O)c1ccc(-c2ccccc2)cc1)C1CCCCC1 | 0 | -2 |
| Cc1cc(SCC(=O)OCC(=O)N(C)C2CCS(=O)(=O)C2)c(C)cc1Br (configuration not stated) | -1 | 19 |
| CC(=O)c1ccc(S(=O)(=O)NCC(=O)NC(c2nc3ccccc3[nH]2)C(C)C)cc1 (configuration not stated) | -2 | 5 |
| COc1cccc(NC(C)(C)c2nnnn2-c2c(C)cccc2C)c1 | 4 | -1 |
| Cc1ccc(C)n1-n1cnc2sc3c(c2c1=O)CCCCC3 | 11 | 7 |
| C=CCn1c(N)c(C(=O)OC(C)(C)C)c2nc3ccccc3nc21 | 57 | 1 |
| CCN1CCN(C(CNS(=O)(=O)c2ccc(C)cc2)c2cccnc2)CC1 (configuration not stated) | -1 | 6 |
| C=C(C)[C@@H]1CCC2(C(=O)O)CC[C@]3(C)[C@H](CC[C@@H]4[C@@]5(C)CCC(=O)C(C)(C)[C@@H]5CC[C@]43C)[C@@H]12 (some centres not stated) | 8 | 11 |
| CN(C(=O)c1ccnn1C)C1CCCN(Cc2ccccc2F)C1 (configuration not stated) | 0 | 6 |
| O=C(NC(c1ccc(F)cc1)c1ccc2ccccc2n1)C1CCN(CCOc2ccc(Cl)cc2Cl)CC1 (configuration not stated) | 14 | -4 |
| Cc1ccc2nc(/C(C#N)=C/c3ccc(O)c(O)c3)[nH]c2c1 | -6 | 10 |
| C/C=C/c1ccc(OCC(O)CN2CCCCC2CC)c(OC)c1 (configuration not stated) | 16 | -35 |
| O=C(COC(=O)CCC(=O)c1ccc(Cl)cc1)NCc1ccc(F)cc1 | 7 | 1 |
| CC(Oc1ccc2ccccc2c1)C(=O)NNC(=O)Nc1ccccc1 (configuration not stated) | 6 | 6 |
| O=C(N=Nc1c(O)[nH]c2ccc(F)cc12)C1COc2ccccc2O1 (configuration not stated) | 5 | -5 |
| O=S(=O)(O)c1cc(O)c2ccc(Nc3ccccc3)cc2c1 | -8 | 9 |

(further entries)
| Structure | TAG inh DAPI viability | TAG inh |
| --- | --- | --- |
| COCCNC(=O)C(c1cccs1)N(C(=O)Cn1nnc2ccccc21)c1ccccc1 (configuration not stated) | -3 | -3 |
| COc1ccc(C(=O)N[C@H](C(=O)OCc2nc3ccsc3c(=O)[nH]2)C(C)C)cc1 | 8 | -3 |
| O=C(CN1C(=O)NC2(CCCc3ccccc32)C1=O)c1ccc(F)c(F)c1 (configuration not stated) | -9 | 1 |
| Cc1ccc(S(=O)(=O)Nc2ccc(NC(=O)/C=C/C(=O)O)cc2)cc1 | -1 | -11 |
| Cc1ccsc1C(=O)OCC(=O)NC1CCCC1 | -4 | -1 |
| C[C@H](CO)N1C[C@H](C)[C@H](CN(C)C(=O)NC2CCCCC2)Oc2cc(-c3cccnc3)ccc2S1(=O)=O | -11 | 9 |
| OCC1CCCN(C(=S)Nc2ccc(Oc3ccccc3)cc2)C1 (configuration not stated) | -2 | -5 |
| CC(NC(=O)CNC(=S)N(Cc1cccs1)C1CCCC1)c1ccccc1 (configuration not stated) | -6 | -15 |
| COC(=O)C1=C(C(C)=O)C(c2ccc(C)cc2)n2nnnc2N1 (configuration not stated) | -11 | 2 |
| O=C(Oc1ccc(C(=S)N2CCOCC2)cc1)c1ccc(F)cc1 | -3 | 9 |
| O=C(c1ccc(OC2CCN(CCCc3ccccc3)CC2)cc1)N1CCCC1 | 8 | -9 |
| COC(=O)[C@]1(C)N[C@H](CN(C)C(=O)c2ccc(F)cc2)[C@@H]2C(=O)N(C)C(=O)[C@@H]21 | -2 | 7 |
| O=C(c1n[nH]c(=O)c2ccccc12)N1CCN(Cc2ccc3c(c2)OCO3)CC1 | -7 | 12 |
| Cc1ccc2c(c1)N=C(c1ccccc1)CC(C(Cl)Cl)=N2 | -5 | 7 |
| COCCn1c(C)cc(C(=O)COc2ccc(N(C)S(=O)(=O)c3ccc(C)cc3)cc2)c1C | 5 | 6 |
| COc1ccc(N2CCN(C3CCCN(S(=O)(=O)c4ccccc4)C3)CC2)cc1 (configuration not stated) | 6 | 6 |
| O=C(NNC(=O)[C@H]1CC=CC[C@H]1C(=O)O)c1ccc(Cl)cc1Cl | 0 | 12 |
| CCN1CCN(c2ccc(S(=O)(=O)N3CCOCC3)cc2NC(=O)CC(NC(C)=O)c2ccccc2)CC1 (configuration not stated) | 2 | 16 |
| COc1ccc(C=CC(=O)c2ccc(OC)c(OC)c2)cc1O | -7 | 0 |
| O=C(C1CCCN(S(=O)(=O)c2ccc(F)cc2)C1)N1CCCC1 (configuration not stated) | 1 | -11 |
| OC(COc1ccccc1)CN1CCCCC1 (configuration not stated) | 2 | 15 |
| O=C(C1CCCC1)N1CCC(CC2CC(c3ccc(Cl)cc3)=NO2)(C(=O)NCC2CCCCC2)CC1 (configuration not stated) | -14 | -26 |
| COc1ccc(C2c3[nH]c4ccccc4c3CCN2Cc2ccoc2)c(F)c1 (configuration not stated) | 42 | 0 |

Source: PubChem BioAssay (Sanford-Burnham Center for Chemical Genomics)
